S1P4 ag = S1P4 receptor agonists, primary screen, cell-based; Sphingosine 1-phosphate receptor 4 (Homo sapiens), O95977; S1P4-expressing cell line, agonist reporter assay; activation, % at 4.98 µM; actives 0.35% (n = 220,000); AID 1509, 2009; in the data active = activation above about 11%;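 note: 0% = DMSO vehicle and 100% = reference agonist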
Target sequence (O95977 whole entry, looked up): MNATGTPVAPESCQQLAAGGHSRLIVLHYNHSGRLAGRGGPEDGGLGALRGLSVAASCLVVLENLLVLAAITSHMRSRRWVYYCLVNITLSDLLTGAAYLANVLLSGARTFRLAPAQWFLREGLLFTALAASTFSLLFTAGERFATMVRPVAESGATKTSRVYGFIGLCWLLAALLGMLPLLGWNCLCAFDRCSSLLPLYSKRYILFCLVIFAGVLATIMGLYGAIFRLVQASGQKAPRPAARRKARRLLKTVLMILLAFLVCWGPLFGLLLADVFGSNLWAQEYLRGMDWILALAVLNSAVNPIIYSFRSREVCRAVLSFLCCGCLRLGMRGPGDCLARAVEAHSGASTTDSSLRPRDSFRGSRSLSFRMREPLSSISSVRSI
NPY1 pot ag = NPY-Y1 receptor potentiators or agonists, primary screen, cell-based; Neuropeptide Y receptor type 1 (Homo sapiens), P25929; NPY-Y1 expressing cells, potentiator/agonist activation; activation, % at 3.6 µM; actives 0.37% (n = 220,000); AID 1304, 2008; in the data active = activation above about 33%, passing the limit was not always enough;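 note: cells stimulated with NPY at EC10 then isoproterenol at EC100; 0% = low agonist plus stimulus and 100% = saturating agonist plus stimulus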
Target sequence (P25929 whole entry, looked up): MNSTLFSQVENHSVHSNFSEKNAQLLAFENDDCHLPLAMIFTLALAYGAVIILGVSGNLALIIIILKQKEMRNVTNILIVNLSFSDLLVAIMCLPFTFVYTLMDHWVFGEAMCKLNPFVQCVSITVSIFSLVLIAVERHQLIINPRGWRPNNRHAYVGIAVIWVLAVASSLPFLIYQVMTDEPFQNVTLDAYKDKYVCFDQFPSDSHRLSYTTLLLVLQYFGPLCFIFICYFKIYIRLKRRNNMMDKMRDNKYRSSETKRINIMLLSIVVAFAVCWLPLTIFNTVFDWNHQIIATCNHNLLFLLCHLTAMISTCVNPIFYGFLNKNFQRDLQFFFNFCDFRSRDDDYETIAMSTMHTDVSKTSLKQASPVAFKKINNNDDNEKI
S1P4 antag = S1P4 receptor antagonists, primary screen, cell-based | S1P4-expressing cells, antagonist mode, reporter read-out | AID 1510, 2009 | Sphingosine 1-phosphate receptor 4 (Homo sapiens), O95977 | actives 0.26% (n = 220,000) | inhibition, % at 4.98 µM; in the data active = inhibition above about 29%;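 note: 0% = wells stimulated with agonist and 100% = vehicle wells without agonist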
Runt-CBFb FRET = inhibitors of RUNX1 Runt–CBFb binding, primary screen, biochemical, FRET, Cerulean-Runt, Venus-CBFb, uHTS | AID 1496, 2009 | Runt-related transcription factor 1 (Homo sapiens) + Core-binding factor subunit beta … | inhibition, % at 20 µM | Cerulean-Runt/Venus-CBFb FRET ratio 530/480, 1 h | actives 0.46% (n = 220,000);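 active = inhibition over about 50% at 20 µM in the single-dose screen, limit read from the data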;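 note: 0% = DMSO wells and 100% = excess unlabeled CBFb competitor control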
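Reagent – Venus-CBFb binding partner, 100 nM · Assay system – Cerulean-tagged RUNX1 Runt domain (FRET donor) fusion protein · Input – 100 nM per protein · Incubation – two 1 h room-temperature incubations shielded from light · Measured by – FRET fluorescence · Medium – Tris buffer pH 7.5 with salts and BSA · Benchmarks – unlabeled CBFb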
NPY2 pot ag = NPY-Y2 potentiators or agonists, primary screen, cell-based | Neuropeptide Y receptor type 2 (Homo sapiens), P49146 | cells expressing NPY-Y2, potentiator/agonist read-out | activation, % at 3.6 µM | actives 0.45% (n = 220,000) | AID 1359, 2008; in the data active = activation above about 27%;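 note: cells stimulated with NPY near EC25 plus isoproterenol at EC100; 0% = vehicle plus submaximal agonist and 100% = vehicle plus saturating agonist; some results beyond the cut were filed as inactive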
BaF3 tox = parental Ba/F3 cell viability inhibition, counter-screen for JAK2V617F inhibitor project, murine pro-B, CellTiter-Glo luminescence; actives 1.1% (n = 220,000); inhibition, % at 5.6 µM; CellTiter-Glo ATP luminescence; AID 1486, 2009;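 active = inhibition above a per-campaign cutoff, the mean inhibition of all tested compounds plus 3 SD, cut at about 27% in these data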;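 note: 0% = DMSO wells and 100% = JAK Inhibitor I control wells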
RBBP9 inh = human RBBP9 inhibitors, primary screen, biochemical, fluorescence polarization, FP-Rh probe, HTS; AID 1515, 2009; inhibition, % at 7.94 µM; recombinant RBBP9; actives 0.2% (n = 220,000);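 active = inhibition above the campaign mean of all tested compounds plus 3 SD, cut at about 14% in these data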;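 note: plate controls were DMSO wells with RBBP9 for no effect and wells lacking RBBP9 protein for full effect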
Target sequence (O75884 whole entry, looked up): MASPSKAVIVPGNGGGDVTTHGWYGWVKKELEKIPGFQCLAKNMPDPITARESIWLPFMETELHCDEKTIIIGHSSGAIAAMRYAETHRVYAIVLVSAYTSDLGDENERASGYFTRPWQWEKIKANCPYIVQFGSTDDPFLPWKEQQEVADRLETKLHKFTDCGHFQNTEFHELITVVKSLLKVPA
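System: RBBP9 protein / Buffer or medium: Tris/NaCl buffer pH 8.0 with 0.1% Pluronic / Probe or stimulus: Serine-hydrolase probe FP-Rh, 375 nM pre-mixing / Dosing: 7.94 µM single dose, 0.794% DMSO / Times: enzyme-compound preincubation 30 min, then probe labeling 45 min, 25 °C / Technique: fluorescence polarization (mP), excitation 525 nm, emission 598 nm / Replication: singlicate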
NPY Y1 blocker = NPY-Y1 receptor antagonists, primary screen, cell-based; Neuropeptide Y receptor type 1 (Homo sapiens), P25929; HEK293-CNG Y1 cells, membrane potential fluorescence; NPY at EC95, then isoproterenol; inhibition, % at 3.6 µM; actives 1% (n = 200,000); AID 1040, 2008;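 active = inhibition above the campaign mean inhibition of all tested compounds plus 3 SD, cut at about 20% in these data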;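 note: 0% = DMSO wells given NPY plus isoproterenol and 100% = isoproterenol alone without NPY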
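Benchmarks – high control isoproterenol alone, low control NPY with isoproterenol · Material – HEK293 Y1/CNG channel cell line · Times – dye 3 h, compound 60 min room temperature, stimulation 45 min · Probe or stimulus – NPY (25 nM), isoproterenol (1 µM), Ro 20-1724 (25 µM) · Evaluation – % inhibition of NPY effect · Signal – fluorescence, membrane potential probe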
Ba/F3 V617F tox = reduced viability of JAK2V617F-dependent Ba/F3 cells, primary screen, JAK2V617F inhibitor project, cell-based, Ba/F3 EpoR-JAK2V617F, luminescence. inhibition, % at 5.6 µM. ATP luminescence. actives 1.1% (n = 220,000);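 active = inhibition above the campaign mean plus 3 SD over all tested compounds, cut at about 24% in these data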;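 note: cytokine-independent growth of Ba/F3 cells driven by EpoR plus mutant JAK2; 0% = DMSO-treated cells and 100% = JAK inhibitor I control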
* = called active by the depositor; . = not tested or not shown.

SMILES	S1P4 ag	NPY1 pot ag	S1P4 antag	Runt-CBFb FRET	NPY2 pot ag	BaF3 tox	RBBP9 inh	NPY Y1 blocker	Ba/F3 V617F tox
O=C1OC(N2CCN(C(=O)c3ccco3)CC2)c2ccccc21 (centres undefined)	-1.4	6.1	9.6	2.0	3.6	5.9	-7.6	-2.0	0.9
c1ccc2c(c1)NC1(CCCCC1)n1c-2nc2ccccc21	1.1	16.3	3.8	4.2	7.5	10.2	-2.9	-0.4	3.4
COC(=O)c1ccccc1NC(=O)Cn1nc2n(C)c3ccccc3n2c(=O)c1=O	-0.2	-18.1	-22.3	2.4	2.7	6.8	-9.7	1.6	-1.7
CN(C)S(=O)(=O)c1ccc(C(=O)OCC(=O)Nc2ccc(OC(F)F)cc2)cc1	-0.8	13.5	4.0	1.7	-15.3	-12.5	-7.1	.	0.6
Cc1ccccc1CSc1nsc(N)n1	-0.6	2.3	4.3	-4.3	-0.4	6.8	-6.7	3.1	-0.1
O=C1c2ccccc2C(Nc2ccc(Cl)cn2)N1c1cccnc1 (centres undefined)	0.9	-16.0	-2.8	1.6	-19.6	2.6	-7.8	4.9	-3.6
COc1cc2c(cc1OC)-c1cc(NCc3ccccn3)nc(=O)n1CC2	-0.7	11.9	-10.2	-5.6	6.4	-2.3	0.9	9.5	0.6
COc1ccc(C(=O)/C=C/Nc2cc(C)on2)cc1	1.7	-20.2	2.1	4.3	1.6	5.4	-2.4	8.7	2.5
Cc1ccc(C)c(S(=O)(=O)N2CCCOC2CNC(=O)C(=O)NCc2cccnc2)c1 (centres undefined)	-1.0	-7.7	-13.6	0.2	1.8	6.3	-8.2	2.6	4.2
O=C(Oc1cc(-c2ccccc2)no1)c1ccc(F)cc1	1.9	-14.2	-4.6	-1.1	-1.1	1.0	5.5	7.7	-1.4
CCN1C(=O)/C(=C/N(C)c2ccccc2)OC1=S	3.2	-17.6	7.9	1.8	-2.6	-2.5	5.8	-1.5	-4.6
Cn1ncc([N+](=O)[O-])c1C(=O)N/N=C/c1ccc(F)cc1	0.8	4.2	-5.6	-1.8	9.3	5.0	-10.7	4.0	1.4
Cc1c(Cl)cccc1NC(=O)CN1C(=O)CSc2ncccc21	-2.1	-7.1	-14.3	1.0	-0.9	9.9	-7.7	1.4	0.6
CCOC(=O)Cc1csc(NC(=O)CSc2nnc(-c3ccncc3)n2Cc2ccco2)n1	1.2	-12.2	-0.2	.	-1.5	3.5	-5.6	-0.8	-2.7
COC(=O)c1c(NC(C)=O)sc(C(=O)Nc2ccccc2OC)c1C	0.2	-11.1	-14.2	-0.1	-19.8	5.6	-1.0	1.1	0.7
CCOC(=O)c1cc(NC(=O)N2CCCCC2)c(C)nc1C	-0.4	-5.9	3.8	0.2	3.6	1.5	-3.4	4.4	-1.0
CC(=O)c1ccc(N2CCN(C(=O)c3ccc(NC(=O)C4CCCO4)cc3)CC2)cc1 (centres undefined)	0.3	4.3	-0.9	-0.2	2.2	-0.3	-6.2	2.9	-3.5
Cc1ccc(NC(=O)N[C@H](C(=O)O)C(C)C)c(C)c1	-1.6	-7.8	9.8	-0.5	-24.0	-1.3	-10.7	.	-1.0
O=C(c1cc(-c2ccccc2O)on1)N1CCCC1	0.3	20.2	2.6	2.4	6.2	3.7	-8.2	-3.0	-1.2
COc1ccc(C(=O)COC(=O)CNS(=O)(=O)c2ccc(C)cc2)cc1	1.8	9.8	-8.2	-0.2	-9.3	5.5	-5.1	-1.6	-1.0
COc1ccc(NC(=O)CSc2c(C)nn(-c3nnc(C)c(=O)[nH]3)c2C)cc1	1.9	-4.5	-7.2	2.3	-0.1	0.5	3.7	3.7	-4.2
O=C(NCc1ccc(F)cc1)C(c1cccs1)N(C(=O)c1csnn1)C1CC1 (centres undefined)	-0.1	-25.8	-4.9	0.4	-14.8	2.3	-6.9	2.6	0.1
CCOC(=O)c1ccc(NC(=S)N(CCN2CCCCCC2)Cc2ccco2)cc1	0.3	-19.4	-7.1	0.4	-9.2	8.1	-10.6	8.6	4.4
O=C(Nc1ccc(OCc2ccccc2)cc1)c1ccccc1	-0.2	-3.4	-12.5	-2.0	-8.0	-0.9	-11.2	-0.4	2.1
CN(C)C(=O)c1cc(C(=O)c2ccccc2C(F)(F)F)c[nH]1	-0.3	0.9	-6.8	-0.9	-4.2	10.5	-10.4	-0.7	1.8
CCOC(=O)c1cc(-c2ccc(C)cc2)nc2nc(SC)[nH]c(=O)c12	-0.4	-13.8	-0.6	-0.2	-5.9	8.8	9.5	6.0	2.4
COC(=O)c1ccc(C(=O)OC)c(NC(=S)N2CCN(c3ccccn3)CC2)c1	1.0	-3.4	-13.2	7.9	-2.7	8.0	-2.5	5.2	1.4
CC12CCC(C(=O)NCCCN3CCOCC3)(C(Br)C1=O)C2(C)C (centres undefined)	5.5	16.7	4.9	1.5	-1.4	-2.8	-6.5	.	-4.7
C=CCn1c(=S)[nH]c2scc(-c3ccco3)c2c1=O	0.7	11.2	-8.9	24.9	-3.7	-7.9	-4.1	.	-3.0
COc1ccc(C(=O)NC(=S)N(C)Cc2ccccc2)cc1Br	-2.4	4.3	-0.3	-0.2	4.9	0.6	0.0	0.7	-1.8

Arranged by number of heavy atoms (high to low): part of the list above.
SMILES	S1P4 ag	NPY1 pot ag	S1P4 antag	Runt-CBFb FRET	NPY2 pot ag	BaF3 tox	RBBP9 inh	NPY Y1 blocker	Ba/F3 V617F tox
CCOC(=O)c1ccc(NC(=S)N(CCN2CCCCCC2)Cc2ccco2)cc1	0.3	-19.4	-7.1	0.4	-9.2	8.1	-10.6	8.6	4.4
COc1ccc(NC(=O)CSc2c(C)nn(-c3nnc(C)c(=O)[nH]3)c2C)cc1	1.9	-4.5	-7.2	2.3	-0.1	0.5	3.7	3.7	-4.2
CC12CCC(C(=O)NCCCN3CCOCC3)(C(Br)C1=O)C2(C)C (centres undefined)	5.5	16.7	4.9	1.5	-1.4	-2.8	-6.5	.	-4.7

The list continues:
SMILES	S1P4 ag	NPY1 pot ag	S1P4 antag	Runt-CBFb FRET	NPY2 pot ag	BaF3 tox	RBBP9 inh	NPY Y1 blocker	Ba/F3 V617F tox
O=C(COc1ccc(Cl)cc1Br)NNC(=O)C(=O)N1CCCCC1	-1.1	-2.8	-3.4	1.6	-4.5	1.6	-1.6	3.6	0.3
CC1C2CC(CC1(C)C)N(C(=O)Nc1ccc3nccnc3c1)C2 (centres undefined)	0.2	26.9	-61.2	2.8	9.5	-0.8	-8.0	0.1	-2.6
CC(C)C(NC(=S)NCc1ccccc1)C(=O)O (centres undefined)	0.6	3.2	-5.9	2.1	5.6	4.2	-2.2	-0.6	-0.2
Cc1[nH]c2ccc(F)cc2c1CCNC(=O)C1CCCCC1C(=O)OCC(F)(F)F (centres undefined)	-1.9	-10.9	-9.0	0.4	-5.3	10.9	-5.7	4.1	2.9
O=C1NC(=S)N/C1=C\C=C\c1ccccc1	-1.5	-6.3	-19.4	-0.8	-21.2	-6.5	-9.3	.	0.2
Cc1ccc(C(=O)COC(=O)CNC(=O)c2ccc(N3C(=O)c4ccccc4C3=O)cc2)cc1C	-1.0	-17.4	-5.1	-0.8	9.3	8.8	-4.1	5.6	2.4
O=C(COc1cccc2ccccc12)NNC(=O)CSCCO	0.9	-0.6	-13.6	-0.8	8.0	4.3	-5.9	3.5	1.6
N#Cc1ccc(N2Cc3ccccc3/C2=N/C(=O)Nc2ccc(Cl)cc2)cc1	-0.8	-29.1	-17.7	-1.6	-9.0	9.0	-6.9	-0.2	2.8
COc1ccc(C2=NOC(C(=O)NCc3ccco3)C2)cc1OC (centres undefined)	0.1	0.6	-10.0	0.8	-24.3	64.1*	-12.2	2.0	56.5*
COC(=O)C(C(=O)Nc1ccccc1C)C1CCCC1 (centres undefined)	-0.6	26.7	0.7	-3.8	1.8	0.9	4.3	7.0	-2.3
COc1cccc(C(=O)Nc2cc3c(cc2Br)OCCCO3)c1	1.8	-5.5	-15.8	-2.6	-10.4	2.0	-4.1	6.1	-5.3
COc1ccccc1N/N=C1\COC(C)(C)CC1=O	-0.3	-6.4	-13.9	-4.4	-1.2	0.2	-3.3	.	-3.5
Cc1ccccc1NC1=C(Cl)C(=O)OC1OC(C)C (centres undefined)	-3.2	12.7	-6.2	-1.3	-0.1	3.0	-5.7	2.6	-1.4
O=C(CSc1nc2ccccc2n1CCc1ccccc1)NC1CC1	-2.0	-9.4	-12.8	1.8	-2.4	7.8	0.7	2.0	-0.4
Cc1cc(C)c(OCCCON2C(=O)CCC2=O)c(Br)c1	-1.2	14.6	-5.5	-1.0	15.6	5.6	-4.2	-0.2	-5.8
CCC(C)(C(=O)NC1CCCC1)N(Cc1cccs1)C(=O)c1ccc2c(c1)OCO2 (centres undefined)	1.1	1.0	-21.9	0.6	-5.1	6.3	-9.8	27.2*	2.0
CCOC(=O)Nc1ccc2c(c1)N(C(=O)OC)c1ccccc1CC2	2.0	15.9	-16.1	-1.1	3.4	2.8	-3.1	-5.7	0.1
Cc1nn(-c2ccc(Cl)c(Cl)c2Cl)c(=O)c2ccccc12	1.2	6.3	4.4	0.7	-12.5	2.3	-8.8	-4.2	-3.1
C=CCSc1nnc(-c2cc3c(-c4ccccc4)nn(C)c3s2)n1C	0.6	13.6	-1.4	-6.8	-14.0	5.2	-6.2	3.9	-1.4
O=C(CSc1ccccn1)Nc1cccc2ccccc12	0.6	-11.0	0.7	-0.8	-14.2	6.8	-6.5	-0.6	2.9
c1cncc(-c2nc3ccccc3o2)c1	1.1	0.0	-12.6	-3.5	0.9	0.9	0.2	-0.3	-2.0
COc1cccc(-c2nn(-c3ccccc3)cc2CN(C)Cc2ccno2)c1	1.5	0.3	-5.0	5.5	-6.8	11.1	1.2	3.6	1.6
CCN1CCN(CCNC(=O)c2ccc3c(c2)N(Cc2ccc(F)cc2)C(=O)/C(=C/c2ccccc2)S3)CC1	-1.9	-2.1	7.3	-1.0	7.8	5.3	-8.1	-1.8	1.3
COCC1CCCN(C(=O)c2ccc(OC3CCN(Cc4ccccn4)CC3)cc2)C1 (centres undefined)	-0.2	17.2	-7.5	2.4	9.1	4.4	-3.0	-0.4	-1.3
C/C(=N\Nc1nc(-c2ccccn2)nc2ccccc12)c1ccc(F)cc1	2.4	-9.1	-12.9	-2.7	-12.2	0.1	-8.6	.	-0.4

Screening data: PubChem BioAssay, several laboratories
